Bioassay records: PubChem BioAssay, The Scripps Research Institute Molecular Screening Center
CHRM1 agonist = human M1 muscarinic receptor agonists, primary screen, Fluo-8 calcium fluorescence, CHO-K1 cells, HTS | 0.33% of 360,000 active | Muscarinic acetylcholine receptor M1 (Homo sapiens), P11229 | AID 588814, 2011 | activation, % at 3 µM | CHO-K1 hM1, agonist mode; 0% DMSO, 100% acetylcholine EC100;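 active means activation above the run's mean compound activation plus 3 SD, cut at about 16% in these data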;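 further: peak over basal fluorescence ratio within a 140 s kinetic read after compound addition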
OXTR potentiator = human OXTR potentiators, primary screen, fluorescence, CHO-OTR cells, Fluo-8 calcium; activation, % at 3 µM; Fluo-8 calcium fluorescence, potentiator mode; 0% = oxytocin EC15, 100% = EC100; 0.061% of 320,000 active; Oxytocin receptor (Homo sapiens), P30559;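 active means activation above that plate's cutoff, the mean activation of tested compounds plus 3 SD, cut at about 6.6% in these data, passing the limit was not always enough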;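 further: 100% uses oxytocin at 75 nM as the full agonist control; some results filed as inactive read as strong as hits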
Target sequence (P30559 whole entry, looked up): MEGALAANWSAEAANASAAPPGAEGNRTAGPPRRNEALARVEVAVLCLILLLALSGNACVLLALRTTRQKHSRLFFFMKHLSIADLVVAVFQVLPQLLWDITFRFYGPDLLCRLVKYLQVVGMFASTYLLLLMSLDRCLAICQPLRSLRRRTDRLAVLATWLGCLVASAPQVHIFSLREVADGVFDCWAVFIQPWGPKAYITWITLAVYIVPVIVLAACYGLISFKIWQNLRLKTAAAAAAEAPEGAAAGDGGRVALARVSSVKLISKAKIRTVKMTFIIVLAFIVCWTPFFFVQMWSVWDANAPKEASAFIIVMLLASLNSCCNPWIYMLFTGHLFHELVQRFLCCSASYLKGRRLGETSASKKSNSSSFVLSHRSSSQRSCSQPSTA
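Replication – single well per compound, singlicate · Assay system – CHO cell line stably expressing human OTR · Timing – 6 min pre-incubation, 100 s read · Measure – normalized max/min fluorescence ratio, % activation · Doses – 3.0 µM, one dose · Detection – Fluo-8 calcium dye fluorescence · Probe or stimulus – oxytocin near EC15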
M1 antag = human M1 muscarinic receptor antagonists, primary screen, CHO-K1 cells, Fluo-8 calcium fluorescence, 1536-well | Muscarinic acetylcholine receptor M1 (Homo sapiens), P11229 | CHO-K1 hM1, ACh EC80 antagonist | inhibition, % at 3 µM | 1.3% of 360,000 active;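 active means percent inhibition above its own plate's cutoff, namely the mean of that plate's compound wells plus 3 SD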;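 further: peak over basal fluorescence ratio during 140 s after agonist addition; 0% = ACh EC80 plus DMSO and 100% = DMSO alone without agonist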
CHRM4 agonist = human M4 muscarinic receptor agonists, primary screen, CHO-K1 cells, Fluo-8 calcium fluorescence | Muscarinic acetylcholine receptor M4 (Homo sapiens), P08173 | 0.14% of 360,000 active | CHO-K1 hM4/Gqi5; vehicle 0%, full acetylcholine response 100% | activation, % at 3 µM | AID 624127, 2012;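 active means activation above the run mean over all test wells plus 3 SD, cut at about 32% in these data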;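 further: peak over basal fluorescence ratio per well then scaled between controls; 0% = DMSO wells and 100% = acetylcholine at EC100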
Target sequence (P08173 whole entry, looked up): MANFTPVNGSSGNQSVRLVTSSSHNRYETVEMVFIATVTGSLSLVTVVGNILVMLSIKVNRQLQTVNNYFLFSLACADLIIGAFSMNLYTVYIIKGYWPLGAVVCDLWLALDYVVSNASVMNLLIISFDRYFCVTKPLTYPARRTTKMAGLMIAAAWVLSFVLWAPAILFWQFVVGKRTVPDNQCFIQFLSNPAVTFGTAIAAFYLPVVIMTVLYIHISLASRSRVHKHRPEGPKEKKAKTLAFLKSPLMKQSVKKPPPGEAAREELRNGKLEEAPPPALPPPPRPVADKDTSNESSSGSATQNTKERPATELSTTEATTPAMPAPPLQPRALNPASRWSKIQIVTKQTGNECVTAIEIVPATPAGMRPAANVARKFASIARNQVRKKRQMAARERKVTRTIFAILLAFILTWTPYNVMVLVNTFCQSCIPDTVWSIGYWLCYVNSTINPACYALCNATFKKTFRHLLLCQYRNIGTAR
CHO parental Ca = ATP-evoked calcium signal inhibitors, parental CHO, primary screen, counter-screen for OX1R antagonist project, cell-based, fluorescence, Fluo-8 calcium dye | parental CHO-K1, ATP-induced calcium, Fluo-8 fluorescence | inhibition, % at 5.6 µM | 0.63% of 330,000 active | AID 463079, 2010;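 active means inhibition above that plate's mean sample inhibition plus 3 SD, cut at about 26% in these data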;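 further: 0% = ATP-challenged DMSO wells and 100% = DMSO wells without ATP; some compounds past the cut are filed as inactive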
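material = parental CHO cells | also added = ATP as calcium-mobilizing challenge | dosing = single point at 5.6 µM | detection = intracellular calcium via Fluo-8 no-wash fluorescent dye | read-out = % inhibition | benchmarks = low control ATP plus DMSO, high control DMSO only | repeats = one well per compound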
CHRM4 antagonist = human M4 muscarinic receptor antagonists, primary screen, CHO cells, Fluo-8 calcium fluorescence | Muscarinic acetylcholine receptor M4 (Homo sapiens), P08173 | CHO-hM4 cells, ACh EC80 | inhibition, % at 3 µM | 0.73% of 360,000 active;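 active means inhibition above its plate's cutoff, the mean inhibition of sample wells plus 3 SD, cut at about 27% in these data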;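 further: 0% = acetylcholine EC80 with DMSO and 100% = DMSO without agonist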
CHO-K1 Ca antag = M1 antagonist counterscreen hit in parental CHO-K1 cells; ATP-induced calcium, Fluo-8 fluorescence; inhibition, % at 3 µM; 0.6% of 360,000 active;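 active means inhibition above a per-plate cutoff, the plate's mean sample inhibition plus 3 SD, cut at about 24% in these data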;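 further: 0% = DMSO plus EC80 ATP and 100% = DMSO alone without ATP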
CHO-K1 Ca ag = counter-screen for M1 agonists: effect in parental CHO-K1 cells; Fluo-8 calcium fluorescence; scaled to maximal ATP response, vehicle zero; activation, % at 3 µM; 0.48% of 360,000 active; AID 602248, 2012; in the data active means activation above about 15%;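 further: untransfected CHO-K1 host cells lacking M1 receptor as counterscreen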
M1 PAM = human M1 muscarinic receptor positive allosteric modulators, primary screen, CHO-K1 cells, Fluo-8 calcium fluorescence, 1536-well | CHO-K1 hM1, ACh EC20; 0% = ACh EC20, 100% = maximal ACh | activation, % at 3 µM | 0.088% of 360,000 active | AID 588819, 2011; in the data active means activation above about 19%, passing the limit was not always enough
Numbers without * were called inactive; x = no result given.

SMILES	CHRM1 agonist	OXTR potentiator	M1 antag	CHRM4 agonist	CHO parental Ca	CHRM4 antagonist	CHO-K1 Ca antag	CHO-K1 Ca ag	M1 PAM
O=C1c2oc3ccccc3c(=O)c2C(c2cccc(Br)c2)N1Cc1ccco1 (stereo not drawn)	-4	-4	-5	0	-23	6	-3	2.2	-6
NC(=O)Cn1c(=O)n(CCc2ccccc2)c(=O)c2c3c(sc21)CCCC3	-3	-2	-1	0	-11	7	5	-0.2	2
O=S(=O)(NCc1nnc2ccccn12)c1ccc(Cl)cc1	-1	-2	-10	0	-14	-23	-18	0.5	7
Cc1ccc(S(=O)(=O)N(C)CCCC(=O)Nc2ccc(F)cc2)cc1	2	-3	-28	3	-7	-18	12	1.6	20
O=c1oc(-c2cccs2)nc2ccc(Cl)cc12	-6	-10	-7	1	12	6	19	-0.1	8
CCN1CCN(c2ccc(S(=O)(=O)N3CCOCC3)cc2NC(=O)c2cc(F)c(F)c(F)c2F)CC1	-8	x	-7	-1	x	4	-7	-0.1	0
COC(=O)c1ccccc1NC(=O)c1nc2nc(C)cc(C(F)F)n2n1	-1	-21	9	0	-2	-2	-8	0.0	1
Cc1ncsc1CCOC(=O)C12CC3CC(CC(C3)C1)C2	-3	-17	0	1	-11	-18	-1	0.8	-3
COc1ccc(/C(O)=C2/C(=O)C(=O)N(CCCN3CCOCC3)C2c2ccc(N(C)C)cc2)cc1 (stereo not drawn)	-4	-11	-27	1	-11	8	5	0.7	18
O=C(NNS(=O)(=O)c1ccccc1C(F)(F)F)c1cc2ncc(C(F)(F)F)cc2s1	2	-6	-7	2	2	3	10	0.1	11
CC(=O)NC(C)C12CC3CC(CC(CC(=O)O)(C3)C1)C2 (stereo not drawn)	-4	-4	-8	0	-6	-5	-9	0.3	10
CCOc1cc(C2CC(=O)Nc3cc(C)c(C)cc32)ccc1O (stereo not drawn)	14	-12	-18	4	-17	4	5	0.7	13
Nc1cc(-c2ccccc2)nn1S(=O)(=O)c1ccc(F)cc1	-2	-9	9	7	8	-2	2	4.2	-8
COc1ccc(NC(=O)NNC(=O)c2ccc3ccccc3c2)cc1OC	3	-6	-8	0	-2	-3	1	0.0	22
COc1ccc2nc(NC(=O)CN(C)S(=O)(=O)c3cccs3)sc2c1	3	-4	5	19	-16	4	20	1.7	9
O=C(NCCn1cc(SCc2ccccc2)c2ccccc21)c1ccccc1F	0	-10	4	10	66*	-1	0	6.4	-4
O=[N+]([O-])c1c(NCCO)cc(N2CCN(Cc3ccc4c(c3)OCO4)CC2)c2nonc12	-4	-3	-6	1	-17	-11	-6	0.2	11
CCC(CO)Oc1cc(NCc2ccc(Cl)cc2Cl)c2ncn(C(C)C)c2c1 (stereo not drawn)	2	-7	-9	8	-13	-10	-13	2.2	17
CN(C)S(=O)(=O)c1cccc(-c2nnc3n2CCCCC3)c1	-5	2	-10	1	-6	-2	0	-0.3	2
Cc1cccc(C)c1NC(=O)CN(C)C(C)C(=O)Nc1ccccc1-c1ccccc1 (stereo not drawn)	-1	-15	-13	3	-8	-6	-15	1.0	15
COc1ccc(CCNC(=O)c2cc3cc(F)ccc3nc2C)cc1OC	15	-6	0	3	-16	-9	-4	16*	-3
Cn1cccc1Cc1nnc(SCC(=O)Nc2ccccc2F)n1CCc1ccccc1	-2	-4	-10	2	-20	-8	-7	1.2	6
CC(=O)N(CCCNC(=O)c1ccccc1)C(=O)c1ccccc1	0	-6	-19	2	0	-4	-9	0.2	15
O=C(c1ccc(CS(=O)Cc2ccc(Cl)cc2)o1)N1CCN(C2CCCCC2)CC1 (stereo not drawn)	-3	x	-17	0	x	-12	-1	0.2	1
COC(=O)c1ccc(C)c(NC(=O)Cn2c(C)csc2=O)c1	-5	-2	0	1	-1	6	-14	1.1	5
Following part
SMILES	CHRM1 agonist	OXTR potentiator	M1 antag	CHRM4 agonist	CHO parental Ca	CHRM4 antagonist	CHO-K1 Ca antag	CHO-K1 Ca ag	M1 PAM
O=C(CN1CCN(C(=O)c2ccccc2)CC1)Nc1ncc(Br)cc1Br	-3	-7	-10	0	-9	8	-7	0.1	5
Cc1ccc(Sc2ccc(C(=O)N(C)C)cc2[N+](=O)[O-])cc1	-4	-5	-16	1	-11	-6	-14	1.6	10
CCc1ccc(NC(=O)COn2nnc3ccc(S(=O)(=O)N(C)C)cc32)cc1	-2	-20	16	5	-6	8	4	1.8	-4
O=C(Nc1ccc(Oc2cccc(C(F)(F)F)c2)nc1)c1cccs1	0	-18	2	16	4	-8	0	9.2	-8
CCN1CCN(C(CNC(=O)c2ccc3c(c2)OCO3)c2cccnc2)CC1 (stereo not drawn)	-10	-1	-18	0	-11	-11	-5	0.9	5
COc1cccc(CNC(=O)CCC2CCCN(C(=O)c3cc(C)[nH]n3)C2)c1 (stereo not drawn)	-5	-11	-8	0	-23	0	-16	0.3	5
O=C(CNCC1CCCCC1)Nc1cccc(S(=O)(=O)N2CCOCC2)c1	-15	-14	-3	2	-3	-10	-18	2.4	8
CN(Cc1ccccc1)c1nc2c(c(=O)[nH]c(=O)n2C)n1CCCc1ccccc1	-4	-4	-12	10	-27	10	-21	2.7	-1
NS(=O)(=O)c1ccc(NC(=O)C2Cc3ccccc3CN2C(=O)c2ccco2)cc1 (stereo not drawn)	-3	-4	12	2	6	3	7	1.5	-7
CC(C)(C#N)NC(=O)C1CCCN1S(=O)(=O)c1ccc2ccccc2c1 (stereo not drawn)	-3	0	1	4	-27	3	-16	1.6	1
COc1ccc(C(=O)COC(=O)CCC(=O)Nc2ccc(C(C)=O)cc2)cc1	-3	-8	3	2	-9	-17	-9	0.8	-1
COc1ccccc1OCCn1c(=O)n(C)c2ccccc21	-2	-3	-5	2	-2	-2	-8	1.9	2
COC(=O)CN(c1c(C)cccc1C)S(C)(=O)=O	-4	-4	-7	1	-3	5	0	-0.2	5
Cc1c(NC(=O)COC(=O)Cc2ccc(F)cc2)c(=O)n(-c2ccccc2)n1C	-4	-4	-15	1	-11	7	4	0.1	9
O=Nc1c(O)n(Cc2c(Cl)cccc2Cl)c2ccccc12	36*	-12	6	-2	-14	11	-10	-0.3	-1
CCOC(=O)C1=CN(Cc2cccc(-c3ccc4c(c3)OCO4)c2)S(=O)(=O)N(C)C1C (stereo not drawn)	-3	x	4	5	1	-3	-5	1.9	-3
Cc1ccc(Nc2nc(N)nc(N)c2N=O)cc1C	13	x	-5	3	x	-13	-2	0.4	4
O=C(CCS(=O)(=O)c1ccc(F)cc1)N1CCN(c2ccccc2)CC1	-2	-1	-8	4	-15	-18	-6	2.5	8
CCOC(=O)c1[nH]c(=O)[nH]c1CNc1ccccc1C#N	-2	-14	-5	2	9	-7	-16	-0.1	8
c1ccc2c(c1)Cc1cc(CN3CCOCC3)ccc1-2	-5	-5	-4	4	-18	5	-5	3.0	-3
Cc1ccccc1NS(=O)(=O)c1ccc(C(=O)NCC2(N3CCOCC3)CCCCC2)cc1	-3	x	-16	1	x	-2	-10	0.5	14
Cc1csc(SCC(=O)O)n1	-4	-12	-3	0	-6	-7	12	0.6	-3
CCOc1ccc(CCNC(=O)COC(=O)/C=C/c2ccccc2)cc1OCC	-6	11	2	2	-30	0	16	-0.3	-2
O=C(O)COc1ccccc1/C=N/NC(=O)c1cccc(S(=O)(=O)Nc2cccc(Cl)c2)c1	0	-7	4	1	-3	-7	1	0.1	1
CC1(c2ccccc2)CC(C)(C)N(C(=O)C2CCCO2)c2ccccc21 (stereo not drawn)	-5	-7	6	-4	-37	-6	0	-0.9	-3

Taken from above.
CN(Cc1ccccc1)c1nc2c(c(=O)[nH]c(=O)n2C)n1CCCc1ccccc1 @ CHRM1 agonist: -4
COc1ccccc1OCCn1c(=O)n(C)c2ccccc21 @ CHRM4 agonist: 2

The listing picks up, repeating the two entries before the break.
SMILES	CHRM1 agonist	OXTR potentiator	M1 antag	CHRM4 agonist	CHO parental Ca	CHRM4 antagonist	CHO-K1 Ca antag	CHO-K1 Ca ag	M1 PAM
O=C(O)COc1ccccc1/C=N/NC(=O)c1cccc(S(=O)(=O)Nc2cccc(Cl)c2)c1	0	-7	4	1	-3	-7	1	0.1	1
CC1(c2ccccc2)CC(C)(C)N(C(=O)C2CCCO2)c2ccccc21 (stereo not drawn)	-5	-7	6	-4	-37	-6	0	-0.9	-3
CCN(CC)C(=O)CN(c1ccc2c(c1)OCO2)S(C)(=O)=O	-5	-7	-3	1	-12	2	-21	1.9	4
CCOc1ccc(NC(=S)NC(=O)/C=C/c2ccc(C)cc2)c([N+](=O)[O-])c1	-5	-1	2	0	-18	-7	-11	-0.1	-7
O=C(O)c1ccc2c(=O)n(Cc3ccccc3)c(SCc3ccc([N+](=O)[O-])cc3)nc2c1	-3	-7	9	14	-10	12	4	5.0	2
CN1/C(=C\C(=O)COC(=O)c2nccnc2N)C(C)(C)c2ccccc21	0	4	-6	8	-15	3	-3	2.2	3
O=C(Cn1cnc2ccccc2c1=O)c1ccc(Br)cc1	-5	5	-12	3	-9	-23	-19	1.4	10
Cc1nn(-c2ccccc2)c2nc3c(cc12)C(=O)CCC3	-14	-1	-1	0	-7	1	10	-0.3	-7
COc1ccc(CN(C)CC(=O)NC(=O)NC2CCCCC2)cc1	-3	-1	-8	1	-27	16	16	0.4	8
C=CCOC(=O)C(=O)/C=C/c1csc2ccccc12	-3	0	3	2	-15	-1	-1	-0.2	-4
N#Cc1c(SCC(=O)Nc2nc3ccccc3s2)sc2c(O)cc(=O)[nH]c12	-3	-3	-14	3	0	-7	-16	0.6	14
CC(=O)Nc1cc2c(cc1NC(=O)c1cnccn1)OCCO2	-1	-19	3	1	0	-1	4	-0.1	3
O=C(OCC(=O)N1CCC(Cc2ccccc2)CC1)c1cc(Br)ccc1O	-5	-9	12	2	-16	-2	-12	0.4	2
COc1ccc(N2CCN(CCCNC(=O)CC3Oc4ccc(C)cc4NC3=O)CC2)cc1 (stereo not drawn)	-14	4	-1	1	-2	-8	1	0.3	-5
COc1ccc(N(C(=O)c2ccn[nH]2)C(C(=O)NC(C)(C)C)c2ccc(F)cc2)cc1 (stereo not drawn)	0	-18	8	5	5	-4	-5	1.4	1
CC1CCCC(NC(=O)c2n[nH]c(=O)c3ccccc23)C1C (stereo not drawn)	-5	-2	-2	1	-19	0	1	-0.2	1
COc1ccc(NC(=O)c2[nH]c(C)c(C(C)=O)c2C)cc1	-4	-6	-2	4	4	-26	-10	1.5	4
CC(=O)N1c2ccccc2C2CCCC[C@H]21 (stereo partly drawn)	-10	1	6	1	2	7	-2	0.1	-5
